Source: PubChem BioAssay
MRP resist rev – compounds reversing MRP-mediated drug resistance; H69AR cells + 2 uM doxorubicin, CellTiter-Glo, 72 h; differential viability (reversal), % at 10 µM; hit rate 0.04% among 85,000; AID 602;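 active = viability drop by adding the cancer drug above about 55%, with treated viability meeting a 40% cutoff, limit read from the data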;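 also: viability without doxorubicin minus viability with 2 µM doxorubicin for each compound; larger differential means the compound sensitizes cells more to doxorubicin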
IL1B NFkB pot – enhances IL-1B driven NFkB nuclear translocation. HUVEC IL-1B NFkB p65 nuclear translocation imaging. activation, % at 2 µM. hit rate 0.3% among 94,000;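 active = activation above 40%, about the mean plus 3 SD, also judged a hit on visual image review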;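 also: percent activation is computed from the nuclear over cytoplasmic p65 intensity ratio; values of inactives mirror those of a sister screen read the other way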
IL1B NFkB inh – blocks IL-1B driven NFkB nuclear translocation in HUVEC cells; HUVEC IL-1B NFkB p65 nuclear translocation imaging; inhibition, % at 2 µM; hit rate 0.43% among 94,000;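 active = inhibition above about 30% together with a positive call from visual inspection of the well image, limit read from the data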;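 also: nuclear over cytoplasmic p65 intensity ratio measured by imaging; 0% = IL-1B stimulated DMSO wells and 100% = unstimulated DMSO wells; values of inactives mirror those of a sister screen read the other way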
Bcl-B displacement – displacers of TR3 peptide from Bcl-B, primary screen, selectivity assay for Bfl-1 inhibitor project, biochemical, fluorescence polarization | hit rate 0.11% among 96,000 | AID 748 | displacement, % at 20 µM, or IC50 in µM where a hit was titrated | FP displacement of FITC-TR3 peptide from Bcl-B; higher % means a stronger effect;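 active = displacement above 50% at 20 µM plus a fluorescence interference ratio under 1.5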;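 also: plate controls were wells without compound for no effect and wells lacking Bcl-B protein for full effect; a part of the inactive calls stands beside numbers as strong as those of hits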
PLAP inhibitors HTS – PLAP enzyme inhibitors, biochemical, luminescence, HTS (AID 690); purified PLAP, luminescent substrate; higher % means a stronger effect; inhibition, % at 20 µM; hits with a dose series show IC50 in µM; hit rate 0.08% among 96,000; in the data active = a potency from the dose series; inactive = the rest, 99 in 100 with inhibition below about 30%; also: strong numbers were not always called active
MRP resist rev cytotoxicity – recorded beside MRP resist rev, whose call it bears; viability, %; H69AR cells, CellTiter-Glo, 72 h; measured here: cytotoxicity without doxorubicin
MRP resist rev with doxorubicin – second read-out of MRP resist rev, no call of its own (marks repeat the call); viability, %; measured here: viability with 2 uM doxorubicin; stronger effect = lower value
IL1B NFkB inh cell count 2 µM – also measured in IL1B NFkB inh; calls as there; cell count; measured here: cells passing quality filter;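 raw number of nuclei counted in each imaged well without normalization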
IL1B NFkB pot cell count 2 µM – recorded beside IL1B NFkB pot, whose call it bears; cell count; measured here: cells passing quality filter
The depositor's hits bear a star. A portion of the library; the hit share may differ from the screen's.

SMILES	MRP resist rev	MRP resist rev cytotoxicity	MRP resist rev with doxorubicin	IL1B NFkB pot	IL1B NFkB pot cell count 2 µM	IL1B NFkB inh	IL1B NFkB inh cell count 2 µM	Bcl-B displacement	PLAP inhibitors HTS
COc1ccc(C(=O)c2ccccc2)c(O)c1	14	100	86	1	162	-1	162	-9%	8%
